# GPR55 LPI antagonism: GPR55 antagonists blocking LPI-driven arrestin recruitment, primary screen, imaging, U2OS, beta-arrestin-GFP, LPI agonist (AID 2013) | U2OS GPR55 beta-arrestin-GFP translocation imaging, LPI antagonism; higher % means a stronger effect | hit rate 0.13% among 290,000 | inhibition, % at 10 µM; hits with a dose series show IC50 in µM;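 active = spots per cell inhibited over 60%, with over 100 cells counted and total cytoplasm intensity under 500,000; inconclusive = wells with under 100 cells, flagged as likely toxic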;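 note: U2OS cells stably carrying GPR55 and arrestin-GFP stimulated by 5 µM LPI near EC80; imaged beta-arrestin-GFP aggregate spots per cell after agonist stimulation; plate controls were LPI-stimulated DMSO wells for no effect and DMSO wells without LPI for full effect; some results filed as inactive read as strong as hits; confirmed hits need IC50 under 10 µM and bright autofluorescent wells are also inconclusive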
# Myeloid diff 2: promotes myeloid progenitor differentiation; ER-HoxA9 myeloid progenitors, lysozyme-GFP differentiation, flow cytometry; calls only at 10 µM; AID 624256; hit rate 1% among 360,000;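 active = normalized GFP-positive differentiation at or above the plate's own cutoff, the solvent-only control mean plus 3 SD; inconclusive = no clear call, values can overlap the other calls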;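 note: cells exposed to compound for four days before flow analysis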
# NOD2 inhibition: inhibition of NOD2-driven NF-kB reporter – cell-based, luminescence, uHTS, HEK293 (AID 1566) | HEK293 NOD2/NF-kB luciferase reporter, luminescence; higher % means a stronger effect | hit rate 0.63% among 290,000 | one-dose inhibition, % at 4 µM; EC50 in µM for titrated hits; note: many of its hits are not listed in these tables
# GPR55 activation: selective activators of receptor GPR55 – imaging, U2OS cells, beta-arrestin-GFP redistribution, primary screen (AID 1961) | U2OS GPR55 beta-arrestin-GFP redistribution imaging; higher % means a stronger effect | activation, % at 10 µM, or EC50 in µM where a hit was titrated | hit rate 0.048% among 290,000;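 active = activation above 40% with more than 50 cells counted in the well; inconclusive = wells holding fewer than 50 cells, flagged as toxic or sparse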;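 note: U2OS osteosarcoma cells stably expressing GPR55 and beta-arrestin-GFP; plate controls were DMSO negative control for no effect and LPI positive control for full effect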
# KOR beta-arrestin-1: kappa opioid receptor blockers – cell-based, luminescence, uHTS (AID 1778); KOR beta-arrestin recruitment, luminescence, antagonist mode; higher % means a stronger effect; inhibition, % at 10 µM; hits with a dose series show IC50 in µM; hit rate 0.091% among 290,000; note: strong numbers were not always called active
# T cell HTS: modulates CD8 T cell binding to vesicles. hit rate 0.068% among 330,000. calls only at 7 µM. AID 2052. 2C CD8+ T cell-vesicle binding, flow cytometry; hits give low values;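 active = response, share of CD8 T cells binding vesicles, and their 90th percentile fluorescence all below set limits, cut at about 80% in these data, passing the limit was not always enough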
#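 material = purified 2C TCR transgenic mouse naive CD8+ T cells | controls = Unloaded micro-vesicles (low), QL9 vesicles with 0.7% DMSO (high) | detection = cytometric PE anti-B7-1 and Alexa647 anti-CD8 signals after 1% paraformaldehyde fixation | incubation = binding step 1.5 h, 37 °C, antibody labelling 20 min, ice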
# NOD1 NF-kB reporter: NOD1 signaling inhibitors, primary screen, cell-based, luminescence, uHTS (AID 1578); hit rate 1% among 290,000; NOD1-driven NF-kB luciferase reporter cells, luminescence; higher % means a stronger effect; inhibition, % at 4 µM; hits with a dose series show EC50 in µM; in the data active = inhibition mostly above about 36%, no sharp cut-off; inactive = mostly below about 34%;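 note: HEK-293T reporter cells stimulated with the NOD1 agonist gamma-tri-DAP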
# KOR beta-arrestin-2: KOR agonists, beta-arrestin recruitment, primary screen, cell-based, luminescence, uHTS (AID 1777); KOR beta-arrestin recruitment, luminescence; higher % means a stronger effect; one-dose activation, % at 10 µM; EC50 in µM for titrated hits; hit rate 0.02% among 280,000; in the data active = activation above about 50%, passing the limit was not always enough; note: a part of the inactive calls stands beside numbers as strong as those of hits
# NTR1 ag: NTR1-driven beta-arrestin-GFP spot formation – imaging, U2OS cells, high content, primary screen (AID 493036) | agonist mode | hit rate 0.17% among 330,000 | P30989 | activation, % at 20 µM;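 active = activation at or above 40% of the spot to cytoplasm intensity ratio, with at least 20 cells analyzed; inconclusive = wells under 20 cells, flagged as cytotoxic or low count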;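 note: 0% = DMSO without peptide and 100% = 100 nM NTR1 peptide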
# Target sequence (P30989 whole entry, looked up): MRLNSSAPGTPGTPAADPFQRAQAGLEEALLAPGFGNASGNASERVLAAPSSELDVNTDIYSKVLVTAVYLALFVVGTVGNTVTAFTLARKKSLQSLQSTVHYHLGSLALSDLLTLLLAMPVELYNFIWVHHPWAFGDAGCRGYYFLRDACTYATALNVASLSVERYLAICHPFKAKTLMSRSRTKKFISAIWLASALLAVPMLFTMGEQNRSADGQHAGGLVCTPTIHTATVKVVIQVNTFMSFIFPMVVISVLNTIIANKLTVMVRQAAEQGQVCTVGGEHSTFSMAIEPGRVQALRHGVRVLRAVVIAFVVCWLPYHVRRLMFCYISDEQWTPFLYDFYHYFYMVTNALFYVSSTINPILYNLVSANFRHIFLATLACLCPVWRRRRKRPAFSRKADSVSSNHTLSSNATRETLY
# T cell HTS vesicle-bound %: second read-out of T cell HTS, no call of its own (marks repeat the call); double positive events, %; measured here: CD8+ vesicle-bound cell fraction;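 binding gate set so that unloaded-vesicle control wells show 10% double positive cells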
# NTR1 ag cell count 20 µM: further read-out of NTR1 ag, marked with its call; cell count; measured here: cell count, cytotoxicity flag
# Myeloid diff 2 GFP+ MAC1+ %: second read-out of Myeloid diff 2, no call of its own (marks repeat the call); GFP+ MAC1+ double positive, %; measured here: differentiation confirmed by MAC1 staining
# * marks the source's active call; other numbers are inactive results; i = inactive; ? = inconclusive; nt = not tested or not shown; + = active, no number; [ ] = remark or other dose. Cut-off read from the data, not from the text of the source, unless noted: active = inhibition above about 50%; inactive = the rest. Not all compounds are listed; the hit share may differ from the screen's.
SMILES,GPR55 LPI antagonism,Myeloid diff 2,Myeloid diff 2 GFP+ MAC1+ %,NOD2 inhibition,GPR55 activation,KOR beta-arrestin-1,T cell HTS,T cell HTS vesicle-bound %,NOD1 NF-kB reporter,KOR beta-arrestin-2,NTR1 ag,NTR1 ag cell count 20 µM
O=C(CNc1cc(S(=O)(=O)N2CCOCC2)ccc1N1CCCC1)N1CCc2ccccc21,-4%,i,0.7,13%,0.2%,-3%,i,22,-30%,0.6%,1.0,48
CCOc1ccc(C(=O)N2CCN(c3ccccc3)CC2)cc1,4%,i,0.2,-8%,-0.1%,-10%,i,61,-30%,-2.9%,-0.4,34
CC(C)CN(CCNC(=O)CN1C(=O)COc2ccc(S(=O)(=O)N3CCC(C)CC3)cc21)CC(C)C,-7%,i,1.8,20%,-0.4%,4%,i,32,-2%,0.6%,0.1,77
O=C(O)c1ccc(CSCc2c(F)cccc2Cl)o1,8%,i,5.8,-6%,-0.4%,-16%,nt,nt,-7%,4.3%,-0.4,74
Oc1c(C(c2ccco2)N2CCC3(CC2)OCCO3)sc2ncnn12 (configuration not stated),-12%,i,2.6,10%,0.3%,-10%,i,10,3%,1.3%,-1.8,65
COc1ccc(-c2nc(CN3CCN(Cc4cccc(Cl)c4)CC3)c(C)o2)cc1,10%,i,0.6,2%,0.5%,18%[20 µM],i,55,0%,-2.2%,0.8,64
Cc1ncc([N+](=O)[O-])n1CC(=O)NC1CCCCC1,10%,i,0.7,6%,-0.3%,1%,i,24,-19%,0.0%,1.0,60
Cc1ccc(-c2nn(-c3ccccc3)cc2CSC(=N)N)cc1,40%,i,1.1,12%,-2.3%,-7%,i,44,-9%,2.4%,10,46
N#CCCN(C(=O)Nc1ccc(Cl)c(Cl)c1)c1ccccc1,-4%,i,0.3,6%,1.3%,0%,i,20,-22%,-1.9%,1.6,48
O=C(NC(Cc1c[nH]c2ccccc12)C(=O)Nc1ccc(OC(F)(F)F)cc1)c1cccs1 (configuration not stated),18%,i,0.4,4%,1.0%,10%,i,16,22%,-3.5%,6.1,83
CN(CC(=O)NCCc1ccccn1)S(=O)(=O)c1ccc(Cl)cc1,9%,i,0.3,-9%,0.0%,6%,i,57,-15%,-3.5%,-0.6,50
CC(C)n1c(SCC(=O)NC2CC2)nnc1-c1ccco1,-3%,i,1.2,5%,-0.1%,0%,i,3,-18%,1.2%,-0.1,57
Cc1cc(N2CCOCC2)cc(C)[n+]1[O-],0%,i,0.6,2%,-0.2%,6%,i,34,-14%,-3.0%,1.5,93
COc1ccc(Cl)c(Cn2c(NCc3ccco3)nc3c2c(=O)n(C)c(=O)n3C)c1,4%,i,2.5,2%,-0.2%,-52%,i,5,18%,1.3%,1.7,63
CC1Cc2cc(-c3csc(N)n3)ccc2O1 (configuration not stated),-7%,i,0.2,-44%,0.9%,-26%[20 µM],i,61,-24%,0.1%,1.9,65
O=C(O)CSc1nnc(COc2ccc(Br)cc2)n1-c1ccccc1,-12%,i,0.6,2%,0.0%,-24%[20 µM],i,39,-11%,-0.2%,2.4,60
COc1ccccc1-c1nn2c(C3COc4ccccc4O3)nnc2s1 (configuration not stated),14%,i,2.5,19%,-0.2%,-16%,i,31,-18%,-4.5%,3.9,64
O=C(O)c1ccc(N/N=C/c2ccc(-c3ccc(Br)cc3)o2)cc1,2%,i,1.6,36%,-0.2%,4%,i,22,-2%,1.5%,3.7,41
Cc1nc(C)c(C(=O)Nc2cccc(F)c2)s1,8%,i,0.4,-3%,0.5%,-24%,i,41,-11%,-0.7%,-0.8,109
COc1cccc(CNC(=O)CCCn2ncn3c(cc4occc43)c2=O)c1,4%,+,6.8*,9%,-0.1%,0%,i,30,-24%,1.8%,1.0,62
N/C(=N\OC(=O)/C=C/c1ccc(Br)cc1)c1ccccn1,0%,i,0.4,12%,-0.3%,13%,i,56,-6%,-2.8%,4.4,45
COC(=O)c1cc(S(=O)(=O)NCC2CCN(Cc3ccc(F)cc3)CC2)c[nH]1,14%,i,8.8,11%,-0.1%,-11%,i,44,-20%,-6.3%,-0.2,64
COc1ccc(C(=O)/C=C/Nc2ccc(S(=O)(=O)Nc3nc(C)cc(C)n3)cc2)cc1OC,-1%,i,0.2,3%,-0.3%,-6%,i,61,-19%,2.1%,-0.7,61
COCCN(C(=O)CC1C(=O)NCCN1Cc1ccc(-c2ccccc2)cc1)C(C)C (configuration not stated),2%,i,0.3,15%,0.3%,-19%,i,57,-11%,-2.5%,1.9,63
COc1ccc(CCN(Cc2cccs2)S(=O)(=O)c2ccc(S(=O)(=O)N3CCC(C)CC3)cc2)cc1OC,7%,i,0.5,18%,-0.3%,9%,i,48,-30%,9.1%,-0.1,33

# Additional compounds
SMILES,GPR55 LPI antagonism,Myeloid diff 2,Myeloid diff 2 GFP+ MAC1+ %,NOD2 inhibition,GPR55 activation,KOR beta-arrestin-1,T cell HTS,T cell HTS vesicle-bound %,NOD1 NF-kB reporter,KOR beta-arrestin-2,NTR1 ag,NTR1 ag cell count 20 µM
O=C(O)c1nc(NCCc2ccccc2)ncc1Cl,3%,i,0.4,9%,-0.3%,-13%,i,24,-38%,-3.3%,0.5,43
Cc1ccc(NC(=O)Nc2ccccc2C(N)=O)cc1,10%,i,0.4,4%,0.1%,10%,i,47,-7%,0.6%,-0.6,85
Nc1nc(C(c2ccccc2)c2ccccc2)cs1,3%,+,2.2*,17%,0.0%,21%,i,29,-5%,-1.3%,-1.6,58
COc1ccc(NC(=S)N2CCN(C/C=C/c3ccccc3)CC2)cc1OC,15%,i,0.4,13%,-0.1%,9%,i,30,4%,3.0%,1.4,47
Cc1ccc(S(=O)(=O)N2CCCCC2)cc1,12%,i,1.5,-2%,0.3%,6%,i,10,-4%,-4.3%,-1.7,105
CNC(=O)n1ccc(C(=O)N2CCCCC2)n1,6%,i,0.8,1%,0.0%,-18%,i,18,-9%,-0.1%,-1.3,86
Cc1cccc(C)c1NC(=O)CN1CCNCC1,5%,i,0.1,9%,-0.1%,-15%,i,2,-2%,0.8%,1.5,49
O=C1NC(=Nc2ccccc2)S/C1=C\c1cccn1-c1ccccc1,-18%,?,nt,-36%,0.0%,-91%,i,13,0%,6.5%,8.0,29
COCCCNC(=O)Cn1cc(/C=C(\C#N)C(=O)N2CCN(c3ccccc3)CC2)c2ccccc21,1%,i,0.7,1%,-0.5%,30%,i,39,-24%,3.5%,0.6,34
Cn1c(=O)cc(OCCCC(=O)Nc2ccc3c(c2)OCCO3)c2ccccc21,8%,i,1.0,15%,-0.1%,38%,i,15,1%,-3.7%,4.7,87
Cc1cc(=O)oc2cc3c(cc12)OCCN3,10%,i,0.7,-9%,0.3%,20%,i,40,-3%,-4.9%,-7.2,87
CCN(CC)S(=O)(=O)c1ccc(OC)nc1,12%,i,7.6,10%,0.0%,-5%,i,28,4%,-1.6%,-0.8,61
CCOc1ccc(CCNC(=O)CS(=O)Cc2nc(-c3ccc(OC)cc3)oc2C)cc1OCC (configuration not stated),11%,i,1.7,1%,-0.1%,23%,i,11,9%,0.0%,1.4,71
COc1cc(C(=O)ONC(=O)c2ccc(OC(F)F)cc2)cc(OC)c1OC,-5%,i,0.7,-20%,-0.1%,9%,i,19,-28%,9.2%,-0.9,43
Cc1nc(SC2CC(=O)N(c3ccccc3)C2=O)nc2c1CCCC2 (configuration not stated),18%,i,1.3,-17%,0.0%,11%,i,40,-4%,-1.4%,-0.8,43
CCN1CN(Cc2ccccc2)CNC1=S,3%,i,0.4,1%,-0.3%,-4%,i,6,-15%,4.4%,1.0,44
CC(C)Nc1nc(NC(C)C)nc(N(C)C(N)=O)n1,7%,i,0.7,8%,-0.2%,10%,i,23,10%,-2.8%,4.0,87
COc1ccccc1Nc1nc(-c2ccccc2)nc2ccccc12,-8%,i,0.0,3%,-0.1%,-22%[20 µM],i,62,-15%,-1.5%,7.6,83
COc1cc2c(cc1OC)/C(=C/C(=O)c1ccc(C)cc1)NCC2,74%,i,0.7,-3%,0.4%,-14%,i,33,-7%,4.4%,1.8,96
CC1=CC(C)(C)C(C(=O)O)C(C(=O)O)C1 (configuration not stated),1%,i,0.5,4%,-0.2%,-7%,i,53,-18%,0.4%,-0.9,105
COc1ccc(-c2noc(N3CCC(C(=O)NCCCN4CCC(C)CC4)CC3)n2)cc1,2%,i,2.4,15%,-0.1%,38%[20 µM],i,40,-6%,-1.1%,1.1,62
C#CCNC(=O)C1=C[C@H](c2ccc(C(F)(F)F)cc2)C[C@H](OCc2ccc(CO)cc2)O1,-4%,i,2.6,-21%,-0.2%,14%,i,16,-6%,-3.1%,7.9,86
CCN(Cc1ccncc1)Cc1nc(-c2ccc(C(=O)OC)cc2)no1,7%,i,0.2,9%,0.3%,-29%[20 µM],i,43,-28%,nt,0.3,20
O=C(O)C1=C(C(=O)Nc2ccc(F)c(Cl)c2)CCCC1,-8%,i,0.5,10%,-0.1%,-16%,i,32,-4%,-2.9%,-1.1,79
CCOc1ccc(CCNC(=O)c2ccc3c(c2)NC(=O)C2CCCN32)cc1OCC (configuration not stated),12%,nt,nt,11%,0.9%,-29%[20 µM],i,31,-3%,1.0%,-0.2,58
COc1ccc(C2C3=C(CC(c4ccco4)CC3=O)Nc3ccccc3N2C(C)=O)cc1 (configuration not stated),-2%,i,1.0,-4%,-0.6%,-23%,i,51,-4%,1.3%,1.0,70
CC1CCc2onc(C(=O)O)c2C1 (configuration not stated),1%,nt,nt,-5%,0.5%,0%[20 µM],i,18,-27%,-1.0%,0.8,38
CCOc1ccc2nc(/N=C/c3c(C)[nH]n(-c4ccccc4)c3=O)sc2c1,-7%,i,0.7,-34%,-0.4%,-22%,i,50,-14%,4.9%,0.6,66
O=C(OCC#CCSc1nnc(-c2ccc(Br)cc2)o1)c1ccco1,7%,i,0.4,-14%,-0.1%,-24%,i,56,-24%,-0.3%,7.1,56

# High-throughput results deposited in PubChem by several laboratories.
